Bioassay records from PubChem BioAssay.
PI5P4Ka inh = qHTS for Inhibitors of phosphatidylinositol 5-phosphate 4-kinase (PI5P4K). Phosphatidylinositol 5-phosphate 4-kinase type-2 alpha (Homo sapiens), P48426. PI5P4Kalpha enzyme, ADP-Glo luminescence, 60 min; hits give low values. max response, %. hit rate 1.2% among 330,000. AID 652105, 2013; active means max response of -50% or lower; inconclusive means between -30% and -50%; inactive means -30% or higher; further: value at the top dose of about 77 µM; on the % scale 0 is the no-effect control and ±100 the full control effect
Target sequence (P48426 whole entry, looked up): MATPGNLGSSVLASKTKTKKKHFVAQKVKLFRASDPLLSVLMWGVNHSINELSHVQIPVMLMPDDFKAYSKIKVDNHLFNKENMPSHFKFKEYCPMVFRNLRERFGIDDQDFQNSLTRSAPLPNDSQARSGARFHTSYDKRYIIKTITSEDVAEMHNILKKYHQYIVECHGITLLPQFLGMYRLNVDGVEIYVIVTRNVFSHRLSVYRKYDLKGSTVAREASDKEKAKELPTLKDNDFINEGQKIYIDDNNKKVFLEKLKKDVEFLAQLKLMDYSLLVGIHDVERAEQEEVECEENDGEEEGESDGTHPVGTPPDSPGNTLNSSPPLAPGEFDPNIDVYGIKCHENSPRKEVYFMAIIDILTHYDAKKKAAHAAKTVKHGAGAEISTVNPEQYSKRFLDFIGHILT
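ADP-Glo luminescence end-point after a 60 min room-temperature kinase reaction. PI5P4Kalpha and substrate in HEPES pH 7.4 buffer with EGTA, 0.1% CHAPS and 5% DMSO; ATP at 5 microM final.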
WRN inhibitor = qHTS for Inhibitors of WRN Helicase | Bifunctional 3'-5' exonuclease/ATP-dependent helicase WRN (Homo sapiens), Q14191 | WRN helicase unwinding, fluorescent forked duplex, kinetic | Potency, µM (series often up to 114 µM), for inactives: at the top dose activity change, negative = inhibition, usual class: inhibitors | hit rate 0.46% among 360,000; further: potency means the concentration at half of the fitted maximal effect; on the % scale 0 is the no-effect control and ±100 the full control effect; nearly all actives have a fitted effect of over 55% in size
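Primary qHTS, 1536-well format. 20 nM WRN + compound, 15 min RT; start with 100 nM forked fluorophore/quencher duplex, 2 mM ATP (final); kinetic read ex 525/em 598 nm.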
EPAC1 antagonist = qHTS for Antagonist of cAMP-regulated guanine nucleotide exchange factor 3 (EPAC1): primary screen; Rap guanine nucleotide exchange factor 3 (Homo sapiens), O95398; EPAC1 GEF assay, Rap1b-BODIPY-GDP exchange fluorescence; Potency, µM (series often up to 115 µM), inactives show top-dose activity change, negative = inhibition, hits mostly inhibitors; hit rate 0.14% among 360,000;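 further: potency means the concentration at half of the fitted maximal effect; plate controls were vehicle for no effect and positive control for full effect; nearly all actives have a fitted effect of over 50% in size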
IL2 activator = qHTS of IL-2 Activators. IL-2 activation reporter assay, cell-based qHTS; stimulated with anti-CD3/CD4/CD28 beads; in transgenic mouse T cells. hit rate 0.065% among 360,000. activation, % (series mostly up to about 46 µM); in the data active means activation above about 50%; inconclusive means mostly about 30% to 49%; further: 0% is about no effect
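EGFP and DsRed fluorescence is measured by plate cytometry in unstimulated transgenic mouse T cells exposed to compound for 60 minutes, then stimulated 18 hours at 37 degrees C with anti-CD3/anti-CD4 beads plus anti-CD28.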
Abeta rescue = qHTS for compounds that reverse cellular toxicity of Amyloid beta (A-beta) peptide in yeast: Primary Screen. hit rate 0.063% among 410,000. Potency, µM (doses to about 46.1 µM), for inactives: at the highest dose growth rescue, actives largely listed as activators. yeast expressing A-beta42, growth rescue, OD600, 48 h; response scale: 0% DMSO, 100% iron-clioquinol control. AID 1347071, 2019; further: potency means the concentration at half of the fitted maximal effect; nearly all actives have a fitted effect of over 55% in size
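Yeast growth medium received pinned compounds, then yeast cells expressing toxic A-beta were added; plates incubated at 30 C for 48 hr. Growth read as absorbance at 600 nm, normalized to DMSO and equimolar FeCl3 plus clioquinol controls.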
EPAC1 agonist = qHTS for Agonist of cAMP-regulated guanine nucleotide exchange factor 3 (EPAC1): primary screen; Rap guanine nucleotide exchange factor 3 (Homo sapiens), O95398; EPAC1 agonist qHTS, biochemical assay; response scale: 100% = response to 6.5 mM cAMP; Potency, µM (highest dose often 154 µM), inactives show at the top dose activation, usual class: activators; hit rate 0.073% among 360,000; further: potency means the concentration at half of the fitted maximal effect; nearly all actives have a fitted effect of over 60% in size
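Nucleotide exchange by EPAC1 (100 nM) on Rap1B–BODIPY-GDP (250 nM) in the presence of 50 uM GDP is tracked fluorescently at 480/540 nm over 30 min. Signals are normalized to a 6.5 mM cAMP control.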
FUS suppressor = qHTS for Suppressors of FUS Proteinopathy: Primary screen using FUS-linked yeast assay; S. cerevisiae FUS-expressing, growth rescue, OD600, 24 h; Potency, µM (doses to about 76.6 µM), for inactives: at the top dose growth rescue (activation), usual class: activators; hit rate 0.24% among 390,000;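 further: potency means the concentration at half of the fitted maximal effect; plate controls were DMSO vehicle for no effect and reference control for full effect; nearly all actives have a fitted effect of over 55% in size; some results filed as inactive show a strong effect at the top dose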
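Restored growth of FUS-toxic S. cerevisiae, read as 600 nm absorbance after 24 h at 30C in galactose medium (starting OD 0.005). Controls CP55940 and DMSO.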
aSyn yeast inh = qHTS of alpha-syn Inhibitors. Yeast expressing alpha-synuclein, growth rescue, BacTiter-Glo, 24 h. Potency, µM (top dose mostly 46.1 µM), inactives show at the highest dose growth rescue (activation), hits mostly activators. hit rate 0.14% among 370,000; further: potency means the concentration at half of the fitted maximal effect; % of control where 0% means no effect; nearly all actives have a fitted effect of over 65% in size
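Screening used galactose-induced yeast with toxic alpha-synuclein levels, exposed to compound for 24 hr at 30 deg C. Cell growth, read with BacTiter-Glo luminescence, gave the measured signal.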
PLK1 PBD block = qHTS for Inhibitors of PLK1-PDB (polo-like kinase 1 - polo-box domain): Primary Screen; Serine/threonine-protein kinase PLK1 (Homo sapiens), P53350; Plk1 PBD binding of FITC phosphopeptide, fluorescence polarization; Potency, µM, for the others: max response, negative = inhibition, actives largely listed as inhibitors; hit rate 2.8% among 360,000; AID 720504, 2013; further: potency means the concentration at half of the fitted maximal effect; series mostly up to about 57 µM; on the % scale 0 is the no-effect control and ±100 the full control effect; nearly all actives have a fitted effect of over 65% in size
Target sequence (P53350 whole entry, looked up, the tested form may be a part): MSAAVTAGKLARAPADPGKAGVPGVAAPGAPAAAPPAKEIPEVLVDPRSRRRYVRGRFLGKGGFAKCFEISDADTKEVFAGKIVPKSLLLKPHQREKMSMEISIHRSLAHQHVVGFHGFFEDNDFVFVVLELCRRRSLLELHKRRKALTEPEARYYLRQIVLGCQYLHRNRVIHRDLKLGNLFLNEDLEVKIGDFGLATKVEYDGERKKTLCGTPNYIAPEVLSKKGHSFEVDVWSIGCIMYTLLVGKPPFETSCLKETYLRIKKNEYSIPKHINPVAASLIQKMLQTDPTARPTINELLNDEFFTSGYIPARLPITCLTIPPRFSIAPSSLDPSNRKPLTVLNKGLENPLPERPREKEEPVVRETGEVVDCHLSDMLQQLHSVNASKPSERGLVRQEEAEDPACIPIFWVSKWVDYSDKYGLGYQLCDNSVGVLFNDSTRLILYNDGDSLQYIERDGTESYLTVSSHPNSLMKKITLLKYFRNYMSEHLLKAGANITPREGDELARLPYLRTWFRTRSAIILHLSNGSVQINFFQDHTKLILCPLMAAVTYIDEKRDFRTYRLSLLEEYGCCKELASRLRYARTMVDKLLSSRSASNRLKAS
* = called active by the depositor; u = inconclusive; x = not tested or not shown; & = joins results of further samples. Unless noted, the call rests on the fitted dose curve; in most records, active means well fitted curve in the direction sought with a large enough effect; inconclusive means small, poorly fitted or top-dose-only effect, or another doubt; inactive means no such curve, though single readings can be large; an effect the other way counts as inactive or inconclusive. Hits appear at their usual frequency. About 4.1% of those tested had a hit in this group.

1. COc1ccc(-c2cc(C(=O)Nc3cccnc3Cl)no2)cc1OC
2. CNS(=O)(=O)c1cccc(C(=O)NCC2CCCCC2)c1
3. FC(F)(F)c1cccc(-c2nnc(-c3ccccc3)c(N3CCOCC3)n2)c1
4. COc1ccc(S(=O)(=O)N(CC(=O)NCc2ccco2)c2ccc(F)cc2)cc1
5. CCOc1ccc(CNC(=S)N/N=C/c2ccncc2)cc1
6. CCc1cccc(CC)c1C(OC(C)=O)c1cccnc1 (configuration not stated)

| compound no. | 1 | 2 | 3 | 4 | 5 | 6 |
| --- | --- | --- | --- | --- | --- | --- |
| PI5P4Ka inh | -5.3 | -3.3 | x | -3.7 | 1.3 | 1.1 |
| WRN inhibitor | 4.8% | 7.3% | -13.9% | 6.3% | 2.5% | 2.7% |
| EPAC1 antagonist | 19.5% | 5.9% | -12.0% | -13.3% | -9.9% | -3.4% |
| IL2 activator | -2.3 | -5.6 | 0.4 | 0.5 | 0.4 | 0.0 |
| Abeta rescue | 2.2%&-10.0% | 0.4% | 0.0% | -18.1% | 2.9% | 12.3% |
| EPAC1 agonist | 6.6% | -7.6% | -0.9% | 7.4% | -1.9% | 16.2% |
| FUS suppressor | 19.5%&11.2% | -29.3% | u | 11.3% | -4.0% | -19.2% |
| aSyn yeast inh | 0.6% | 4.5% | -7.4% | -0.1% | -4.8% | 7.0% |
| PLK1 PBD block | -15.9% | 6.3% | -3.8% | -15.9% | -7.7% | -2.4% |

Copied from the list:
Reading for cpd 5 in IL2 activator: 0.4
Reading for cpd 4 in aSyn yeast inh: -0.1%
Reading for cpd 6 in IL2 activator: 0.0
Reading for cpd 1 in PI5P4Ka inh: -5.3
Reading for cpd 3 in PLK1 PBD block: -3.8%
Reading for cpd 2 in EPAC1 antagonist: 5.9%

New compounds follow.
7. CN(C)CC(NC(=O)c1cccc(S(=O)(=O)Nc2ccc3c(c2)OCO3)c1)c1ccccc1 (configuration not stated)
8. CC(=O)Nc1ccc(S(=O)(=O)N2CCN(CC(O)COc3ccc4ccccc4c3)CC2)cc1 (configuration not stated)
9. O=C(COC(=O)c1cc(=O)[nH]c2ccccc12)Nc1nc(-c2ccc(F)cc2)cs1
10. COCCN(C(=O)CSc1nnc(-c2ccc(Cl)cc2)o1)c1c(N)n(CC(C)C)c(=O)[nH]c1=O
11. COC(=O)c1ccccc1NC(=O)C1CCN(C(=O)N2CCOc3ccccc32)CC1
12. O=S(=O)(c1ccc(Cl)cc1)c1cc(O)ccc1O

| compound no. | 7 | 8 | 9 | 10 | 11 | 12 |
| --- | --- | --- | --- | --- | --- | --- |
| PI5P4Ka inh | 1.8 | x | -22.6 | 0.3 | 12.4 | -2.3 |
| WRN inhibitor | -3.8% | -16.3% | -3.9% | -10.6% | -1.7% | 2.5% |
| EPAC1 antagonist | -4.6% | 11.6% | u | 9.4% | -15.7% | -5.2% |
| IL2 activator | 2.1 | -4.6 | -0.5 | -2.7 | -3.4 | -1.6 |
| Abeta rescue | -0.5% | -31.9% | -7.2% | 4.7% | -15.2% | 8.6% |
| EPAC1 agonist | -1.3% | 26.4% | 1.4% | -2.1% | 1.1% | -0.5% |
| FUS suppressor | 5.2% | 4.1% | -4.1% | x | u | -17.3% |
| aSyn yeast inh | -0.6% | 0.7% | -0.8% | 0.1% | -9.4% | -0.8% |
| PLK1 PBD block | -8.7% | -6.3% | -20.7% | 2.0% | 2.2% | -12.3% |

13. O=C(CN1C(=O)NC2(CCCC2)C1=O)Nc1ccc(Cl)c(C(F)(F)F)c1
14. CCOC(=O)N1CCN(c2cc(C)nc3nc(C)nn23)CC1
15. CC1(C(=O)NS(=O)(=O)C2CC2)CCN(C(=O)c2cccc(OC(F)(F)F)c2)C1 (configuration not stated)
16. COc1ccc2c(c1OC)C(=O)N(c1cccc(NC(C)=O)c1)C2
17. COc1cc(/C=C2/C(=O)NN(c3cccc(F)c3)C2=O)ccc1OC(=O)c1ccco1
18. CCCCn1c(N)c(N(CC(C)C)C(=O)c2cccc(OCc3ccccc3)c2)c(=O)[nH]c1=O

| compound no. | 13 | 14 | 15 | 16 | 17 | 18 |
| --- | --- | --- | --- | --- | --- | --- |
| PI5P4Ka inh | -0.8 | -1.1 | -6.9 | 6.9 | -25.6 | 8.8 |
| WRN inhibitor | 8.9% | 2.2% | 7.7% | -1.2% | 50.1µM* | 3.5% |
| EPAC1 antagonist | -21.9% | -6.8% | -12.2% | -1.5% | -11.8% | -11.1% |
| IL2 activator | 1.1 | -2.2 | 1.0 | 0.2 | 0.5 | -4.8 |
| Abeta rescue | 5.4% | -1.7% | -21.4% | -10.5% | 6.2% | -8.2% |
| EPAC1 agonist | -9.0% | 3.2% | 4.9% | 8.9% | -7.0% | -16.3% |
| FUS suppressor | 7.0% | -25.7% | -13.2% | 0.0% | x | 10.2% |
| aSyn yeast inh | 1.6% | -11.2% | -2.8% | -0.7% | 3.8% | -2.5% |
| PLK1 PBD block | -2.2% | -10.2% | -11.2% | -6.5% | 2.12µM* | -13.9% |

Records 17 through 18, quoted:
17. COc1cc(/C=C2/C(=O)NN(c3cccc(F)c3)C2=O)ccc1OC(=O)c1ccco1
18. CCCCn1c(N)c(N(CC(C)C)C(=O)c2cccc(OCc3ccccc3)c2)c(=O)[nH]c1=O

| compound no. | 17 | 18 |
| --- | --- | --- |
| PI5P4Ka inh | -25.6 | 8.8 |
| WRN inhibitor | 50.1µM* | 3.5% |
| EPAC1 antagonist | -11.8% | -11.1% |
| IL2 activator | 0.5 | -4.8 |
| Abeta rescue | 6.2% | -8.2% |
| EPAC1 agonist | -7.0% | -16.3% |
| FUS suppressor | x | 10.2% |
| aSyn yeast inh | 3.8% | -2.5% |
| PLK1 PBD block | 2.12µM* | -13.9% |

The main list resumes; the four compounds before the break are reprinted first.
15. CC1(C(=O)NS(=O)(=O)C2CC2)CCN(C(=O)c2cccc(OC(F)(F)F)c2)C1 (configuration not stated)
16. COc1ccc2c(c1OC)C(=O)N(c1cccc(NC(C)=O)c1)C2
17. COc1cc(/C=C2/C(=O)NN(c3cccc(F)c3)C2=O)ccc1OC(=O)c1ccco1
18. CCCCn1c(N)c(N(CC(C)C)C(=O)c2cccc(OCc3ccccc3)c2)c(=O)[nH]c1=O
19. COc1ccc(CN(C(=O)CN2C(=O)C(C)Oc3ccccc32)C2CCCC2)c(OC)c1 (configuration not stated)
20. CC1=CC(C)(C)NC(=S)N1NC(=O)c1ccccc1Cl
21. O=C(Cn1nc(C(=O)O)c2ccccc2c1=O)Nc1cccc(S(=O)(=O)N2CCOCC2)c1
22. COc1ccc(Nc2ccc(S(=O)(=O)N3CCCCCC3)cc2[N+](=O)[O-])cc1

| compound no. | 15 | 16 | 17 | 18 | 19 | 20 | 21 | 22 |
| --- | --- | --- | --- | --- | --- | --- | --- | --- |
| PI5P4Ka inh | -6.9 | 6.9 | -25.6 | 8.8 | x | 0.4 | -0.9 | -2.2 |
| WRN inhibitor | 7.7% | -1.2% | 50.1µM* | 3.5% | -10.0% | 4.5% | 1.1% | -4.9% |
| EPAC1 antagonist | -12.2% | -1.5% | -11.8% | -11.1% | -26.1% | 5.0% | 9.0% | -5.6% |
| IL2 activator | 1.0 | 0.2 | 0.5 | -4.8 | -2.7 | 1.8 | 0.2 | -2.9 |
| Abeta rescue | -21.4% | -10.5% | 6.2% | -8.2% | -6.3% | -6.0% | 6.8% | 6.0% |
| EPAC1 agonist | 4.9% | 8.9% | -7.0% | -16.3% | 18.9% | 0.6% | 6.7% | 10.2% |
| FUS suppressor | -13.2% | 0.0% | x | 10.2% | u | -6.6% | 3.5% | x |
| aSyn yeast inh | -2.8% | -0.7% | 3.8% | -2.5% | 14.5% | 0.7% | 2.7% | 3.9% |
| PLK1 PBD block | -11.2% | -6.5% | 2.12µM* | -13.9% | -8.4% | 4.3% | -3.1% | -5.2% |
